# CHRM4 PAM = CHRM4 positive allosteric modulation. CHO-K1 hM4/Gqi5, Fluo-8 calcium fluorescence, ACh EC20; 0% = ACh EC20, 100% = maximal ACh. activation, % at 3 µM. actives 0.4% (n = 360,000);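 active means activation above its plate's cutoff, the mean activation of sample wells plus 3 SD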; further: some results filed as inactive read as strong as hits
# Target sequence (P08173 whole entry, looked up): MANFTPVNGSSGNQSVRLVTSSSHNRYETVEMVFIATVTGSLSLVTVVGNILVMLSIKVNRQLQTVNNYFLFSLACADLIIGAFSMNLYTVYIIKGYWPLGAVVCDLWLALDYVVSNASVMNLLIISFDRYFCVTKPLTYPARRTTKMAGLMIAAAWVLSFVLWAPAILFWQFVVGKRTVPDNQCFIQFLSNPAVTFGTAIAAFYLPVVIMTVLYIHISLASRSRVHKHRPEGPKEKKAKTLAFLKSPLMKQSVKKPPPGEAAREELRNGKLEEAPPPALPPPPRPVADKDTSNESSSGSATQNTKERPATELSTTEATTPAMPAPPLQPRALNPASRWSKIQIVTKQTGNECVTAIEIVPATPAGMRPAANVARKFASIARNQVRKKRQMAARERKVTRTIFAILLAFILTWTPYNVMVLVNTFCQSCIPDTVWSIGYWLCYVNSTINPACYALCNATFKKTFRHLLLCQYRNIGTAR
# CHRM5 PAM = CHRM5 positive allosteric modulation; actives 0.3% (n = 360,000); CHO-K1 hM5, Fluo-8 calcium, ACh EC20 PAM; 0% = ACh EC20, 100% = ACh EC100; P08912; activation, % at 3 µM;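 active means activation above the run cutoff, the mean activation of all test compounds plus 3 SD, cut at about 18% in these data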
# Target sequence (P08912 whole entry, looked up): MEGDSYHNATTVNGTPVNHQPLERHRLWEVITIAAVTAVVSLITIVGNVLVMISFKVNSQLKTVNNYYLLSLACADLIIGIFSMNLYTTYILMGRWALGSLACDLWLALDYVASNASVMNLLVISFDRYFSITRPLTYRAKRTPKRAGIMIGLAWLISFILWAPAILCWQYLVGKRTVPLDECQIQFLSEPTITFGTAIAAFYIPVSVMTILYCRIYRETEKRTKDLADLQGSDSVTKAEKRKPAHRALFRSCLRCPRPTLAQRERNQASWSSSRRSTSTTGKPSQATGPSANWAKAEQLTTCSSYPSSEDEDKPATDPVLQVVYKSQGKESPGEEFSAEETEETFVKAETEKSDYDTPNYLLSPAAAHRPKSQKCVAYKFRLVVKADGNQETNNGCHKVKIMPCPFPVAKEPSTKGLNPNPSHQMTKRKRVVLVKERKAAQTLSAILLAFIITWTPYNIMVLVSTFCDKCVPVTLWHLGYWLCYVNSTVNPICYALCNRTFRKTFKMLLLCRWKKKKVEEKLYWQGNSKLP
#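 system = human M5 receptor in CHO-K1 cells | reagent = EC20 acetylcholine as agonist stimulus | compound dosing = single-point, 3 µM nominal | incubation = Fluo-8 loading 80 min at 37 °C plus 30 min room temperature | detection = Fluo-8 calcium dye fluorescence, kinetic read | benchmarks = low control EC20 acetylcholine (0%), high control EC100 acetylcholine (100%)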
# CRFBP-R2 agonist = CRF-BP/CRF-R2 complex agonism. HEK293 CRF-R2/CRF-BP, calcium dye fluorescence (FLIPR); percent of saturating CRF peptide response. activation, % at 13.2 µM. actives 0.46% (n = 350,000);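 active means activation of at least 50%, plus an integration ratio under a set limit after plate pattern correction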;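 further: plate controls were neutral control wells without compound for no effect and CRF at EC100 for full effect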
# IDE inh = inhibits human insulin-degrading enzyme in HEK cells; P14735; FAbetaB cleavage, fluorescence polarization; inhibition, % at 5.59 µM; actives 0.41% (n = 320,000);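 active means percent inhibition above the average of all tested compounds plus 3 SD, set per screening campaign, cut at about 16% in these data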;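 further: IDE supplied by intact live HEK cells; FP after avidin binding of uncleaved biotin substrate so inhibition keeps polarization high; 0% = DMSO wells and 100% = 60 µM reference IDE inhibitor Ii1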
# CHRM5 antagonist = CHRM5 antagonism in calcium assay | P08912 | actives 0.59% (n = 360,000) | inhibition, % at 3 µM | CHO-hM5 cells, Fluo-8 calcium fluorescence, ACh EC80;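 active means inhibition above a per-plate cutoff, the mean of that plate's test compounds plus 3 SD, cut at about 27% in these data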;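 further: 0% = acetylcholine EC80 with DMSO and 100% = DMSO without agonist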
# CHRM4 antagonist = antagonists of human muscarinic M4 receptor (CHRM4); CHO-hM4 cells, ACh EC80, Fluo-8 calcium fluorescence; inhibition, % at 3 µM; actives 0.73% (n = 360,000); AID 624125;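 active means inhibition above its plate's cutoff, the mean inhibition of sample wells plus 3 SD, cut at about 27% in these data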;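 further: 0% = acetylcholine EC80 with DMSO and 100% = DMSO without agonist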
# CRFR2-BP antag = blocks CRF-induced signaling of the CRF-BP/CRF-R2 complex. HEK293 CRF-R2/CRF-BP, CRF-induced calcium fluorescence. inhibition, % at 11.8 µM. actives 0.59% (n = 350,000);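 active means inhibition of the ligand-induced calcium signal above about 50% at the single tested concentration, limit read from the data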
# M4 ag = agonists of human muscarinic M4 receptor (CHRM4); P08173; CHO-K1 hM4/Gqi5, Fluo-8 calcium fluorescence; vehicle 0%, full acetylcholine response 100%; activation, % at 3 µM; actives 0.14% (n = 360,000); AID 624127;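 active means activation above the run mean over all test wells plus 3 SD, cut at about 32% in these data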;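 further: peak over basal fluorescence ratio per well then scaled between controls; 0% = DMSO wells and 100% = acetylcholine at EC100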
# M5 ag = agonists of human muscarinic M5 receptor (CHRM5). P08912. actives 0.19% (n = 360,000). CHO-K1 hM5 cells, Fluo-8 calcium fluorescence; 0% DMSO wells, 100% maximal acetylcholine response. activation, % at 3 µM;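 active means activation above the run's mean over test compounds plus 3 SD, cut at about 23% in these data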;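 further: signal is peak over basal fluorescence ratio across the kinetic read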
# Starred values were filed as active, the others as inactive; . = not tested or not shown. An excerpt; the hit share may differ from the screen's.
# Preview:
SMILES,CHRM4 PAM,CHRM5 PAM,CRFBP-R2 agonist,IDE inh,CHRM5 antagonist,CHRM4 antagonist,CRFR2-BP antag,M4 ag,M5 ag
Cn1cccc1/C=C1\C(=O)NC(=O)N(Cc2ccco2)C1=O,7,-3,1.9,.,8,-5,-35,1,1
CC12CN3CC(C)(CN(C1)C3c1cccs1)C2=O (stereo not drawn),-3,2,-2.3,-1,11,8,5,0,0
O=C(O)CCn1cc(C=C2C(=O)NC(=S)NC2=O)c(-c2cccc(Cl)c2)n1,1,2,-2.2,-4,10,-1,7,2,-2
COc1cccc(C(=O)C2CCCN(Cc3ccc(F)cc3)C2)c1 (stereo not drawn),-12,-5,0.9,2,13,5,-3,-1,-8
CN1CCC(n2nccc2N)CC1,-1,2,0.4,-1,4,1,-9,0,-1
C[C@]12CC[C@@H](O)CC1=CCC1C2CC[C@@]2(C)C1CC[C@@H]2O (stereo partly drawn),8,0,-2.5,.,-1,-28,2,4,0
CC(C)n1c(=O)c(C=Nc2ccc(F)cc2)c(O)n(Cc2ccco2)c1=O,0,-8,1.3,4,2,-4,1,1,-1
C[C@]12C[C@H](O)[C@@H](O)CC1=CCC1C2CC[C@@]2(C)C1CC[C@@H]2O (stereo partly drawn),-2,-3,4.3,2,12,5,5,2,4
COC(=O)C1(C(=O)O)Cc2cc([N+](=O)[O-])ccc2N2CCCC21 (stereo not drawn),3,1,-0.5,1,-10,-3,3,0,-2
O=C(CN1CCN(C(=O)COc2cccc(F)c2)CC1)Nc1ccc(Cl)c(C(F)(F)F)c1,-3,-4,2.0,-1,14,3,-5,13,6
CCCc1nnc(NC(=O)CCC(=O)N2CCC3(CC2)OCCO3)s1,-12,3,-1.1,5,-3,3,-9,1,5
O=C(CN1CCN(Cc2ccc(Cl)cc2)C1=O)N1CCC2(CC1)OCCO2,3,0,-0.1,-1,-3,2,-12,1,-3
CCC(=NCc1ccco1)c1c(O)n(-c2ccccc2)c(=O)[nH]c1=O,0,7,0.7,0,-5,5,1,1,1
CCOP(=O)(OCC)c1ccc(O)cc1,8,-2,-2.5,7,4,-4,-5,2,0

# Main list, repeating the preview:
SMILES,CHRM4 PAM,CHRM5 PAM,CRFBP-R2 agonist,IDE inh,CHRM5 antagonist,CHRM4 antagonist,CRFR2-BP antag,M4 ag,M5 ag
Cn1cccc1/C=C1\C(=O)NC(=O)N(Cc2ccco2)C1=O,7,-3,1.9,.,8,-5,-35,1,1
CC12CN3CC(C)(CN(C1)C3c1cccs1)C2=O (stereo not drawn),-3,2,-2.3,-1,11,8,5,0,0
O=C(O)CCn1cc(C=C2C(=O)NC(=S)NC2=O)c(-c2cccc(Cl)c2)n1,1,2,-2.2,-4,10,-1,7,2,-2
COc1cccc(C(=O)C2CCCN(Cc3ccc(F)cc3)C2)c1 (stereo not drawn),-12,-5,0.9,2,13,5,-3,-1,-8
CN1CCC(n2nccc2N)CC1,-1,2,0.4,-1,4,1,-9,0,-1
C[C@]12CC[C@@H](O)CC1=CCC1C2CC[C@@]2(C)C1CC[C@@H]2O (stereo partly drawn),8,0,-2.5,.,-1,-28,2,4,0
CC(C)n1c(=O)c(C=Nc2ccc(F)cc2)c(O)n(Cc2ccco2)c1=O,0,-8,1.3,4,2,-4,1,1,-1
C[C@]12C[C@H](O)[C@@H](O)CC1=CCC1C2CC[C@@]2(C)C1CC[C@@H]2O (stereo partly drawn),-2,-3,4.3,2,12,5,5,2,4
COC(=O)C1(C(=O)O)Cc2cc([N+](=O)[O-])ccc2N2CCCC21 (stereo not drawn),3,1,-0.5,1,-10,-3,3,0,-2
O=C(CN1CCN(C(=O)COc2cccc(F)c2)CC1)Nc1ccc(Cl)c(C(F)(F)F)c1,-3,-4,2.0,-1,14,3,-5,13,6
CCCc1nnc(NC(=O)CCC(=O)N2CCC3(CC2)OCCO3)s1,-12,3,-1.1,5,-3,3,-9,1,5
O=C(CN1CCN(Cc2ccc(Cl)cc2)C1=O)N1CCC2(CC1)OCCO2,3,0,-0.1,-1,-3,2,-12,1,-3
CCC(=NCc1ccco1)c1c(O)n(-c2ccccc2)c(=O)[nH]c1=O,0,7,0.7,0,-5,5,1,1,1
CCOP(=O)(OCC)c1ccc(O)cc1,8,-2,-2.5,7,4,-4,-5,2,0
C/C(=N\N1CCN(C)CC1)c1c(O)[nH]c(=O)[nH]c1=O,3,1,-1.3,1,-7,-2,2,2,0
CC1=C2C(=O)C3C(CC=C4CC(O)CCC43C)C2CCC12OC1CC(C)CNC1C2C (stereo not drawn),3,7,-0.4,.,5,-9,8,1,2
N#Cc1ccc(C(=O)N2Cc3cnnn3-c3ccccc3C2C#N)cc1 (stereo not drawn),-3,4,1.6,.,-4,12,2,1,1
CCOc1ccc(C=C2C(=O)NC(=S)NC2=O)cc1OCC,13,1,-0.3,.,-8,-3,-6,1,2
N/C(=N\[N+](=O)[O-])NCCCC(NC(=O)CNC(=O)c1ccccc1)C(=O)O (stereo not drawn),10,-8,0.4,5,12,-5,-9,1,-4
OC1(c2ccccc2F)CC2CCC(C1)N2CCN1CCOCC1 (stereo not drawn),3,-5,-0.7,3,-1,7,4,0,-5
Cc1ccc(C[n+]2c(-c3ccc(C)cc3)cc(-c3ccc(C)cc3)cc2-c2ccc(C)cc2)cc1,-3,-29,27,-1,37*,21,-17,19,3
COc1ccc(Cn2c(O)c(C=NCCCn3ccnc3)c(=O)[nH]c2=O)cc1,-7,1,-0.8,-1,6,0,12,0,-4
COc1ccc(C(=O)C2CCCN(Cc3ccc(C)s3)C2)c(OC)c1 (stereo not drawn),-7,1,2.6,3,10,-6,-20,1,-15
Cc1cc(OCC(=O)N2CCC(C(=O)NCC(C)C)CC2)c2c3c(c(=O)oc2c1)CCCC3,1,12,-0.4,3,-3,5,2,0,1
CCc1ccccc1NC(=O)N1C[C@H]2C[C@@H](C1)c1cccc(=O)n1C2,4,0,3.8,-2,5,-10,-7,2,1

# Continuation:
SMILES,CHRM4 PAM,CHRM5 PAM,CRFBP-R2 agonist,IDE inh,CHRM5 antagonist,CHRM4 antagonist,CRFR2-BP antag,M4 ag,M5 ag
O=[N+]([O-])c1ccc(CN2CC=C(c3ccccc3)CC2)cc1,-12,-5,-1.9,-3,14,6,19,-1,-6
C[n+]1c(-c2ccccc2)sc2ccccc21,-4,1,0.3,-3,4,11,-10,0,3
CC12CN3CC(c4ccccc4)(CN(C1)C31CCCCC1)C2=O,-8,3,0.4,2,6,-5,-6,0,-4
C=CCn1c(O)c(/C=N/NC(=O)CCCC)c(=O)[nH]c1=S,-4,1,-0.8,-6,6,8,5,0,-1
COC(=O)C1=C(c2cc3ccccc3s2)C[C@@H]2CC[C@H]1N2C(=O)N1CCC(O)CC1,-1,-2,-3.7,2,15,-1,-5,1,-2
CCC1(c2ccc(-c3ccccc3)cc2)C(=O)NC(=O)NC1=O,-5,3,4.5,6,-11,-22,-9,6,11
COc1ccc(F)cc1C(=O)C1CCCN(Cc2cnc(C)s2)C1 (stereo not drawn),-4,-4,-3.1,-1,3,-12,5,3,-5
CCCCn1c(O)c(C(C)=NCc2ccco2)c(=O)[nH]c1=O,-5,-6,-0.3,0,6,10,-10,1,-1
CNc1ccc2nc3ccccc3[n+](C)c2c1,0,1,-0.3,-3,-2,0,0,2,0
O=c1[nH]c(=O)n(-c2cccc(Cl)c2)c(O)c1/C=N/c1ccccn1,3,0,-1.8,9,0,-1,-19,1,-1
CC(C)c1ccc(OCC(=O)N2CCN(C)CC2)c(Br)c1,3,2,1.5,-4,7,-2,-22,1,-1
O=C(Cn1ncc2c3ccccc3n(Cc3ccccc3F)c2c1=O)N1CCC2(CC1)OCCO2,3,1,0.6,0,10,12,1,0,-1
O=C(Nc1cccc(Cl)c1)OC1CN2CCC1CC2 (stereo not drawn),-36,-27,5.6,0,29*,8,10,15,9
CCOC(=O)C(NC(=O)C(Cc1ccc(N(CCCl)CCCl)cc1)NC(C)=O)C(C)C (stereo not drawn),-4,-2,1.3,-1,3,-4,9,2,1
C[C@@H]1C(=O)O[C@@H]2[C@H](O)C34[C@@H]5OC(=O)C3(O[C@H]3OC(=O)[C@H](O)C34[C@H](C(C)(C)C)[C@H]5O)[C@@]12O (stereo partly drawn),7,0,0.8,2,4,-11,6,1,2
Cc1ccccc1N1CCN(C2CCCN(C(=O)COc3ccccc3)C2)CC1 (stereo not drawn),-6,0,-2.5,3,-3,3,-16,5,-3
COc1ccc(CC2(CCc3ccncc3)C(=O)NC(=O)NC2=O)cc1OC,9,8,0.1,2,-7,-10,1,1,2
Cn1c(=O)cc(OCCCC(=O)N2CCC3(CC2)OCCO3)c2ccccc21,-2,6,0.7,1,-3,0,-1,1,-6
Cc1c(C(=O)O)cc(-c2ccccc2)n1Cc1ccccc1,8,-4,-1.0,-1,8,-21,-8,1,-4
CCP(=S)(CC)c1ccc(N(C)C)cc1,-4,-2,0.1,4,4,9,0,1,-2
Cc1cc(C)cc(N2C(=O)NC(=O)/C(=C\C=C\c3ccco3)C2=O)c1,14,6,6.0,8,-6,-2,-55,4,2
COc1ccc(C2=NS(=O)(=O)N(C)C(C(=O)N3CCC4(CC3)OCCO4)=C2)cc1OC,10,1,-0.5,3,-1,-10,11,3,-4
COc1ccccc1CCNCc1cccc(C(F)(F)F)c1,-6,-4,-0.9,-2,8,3,21,0,0
CC(Cc1ccccc1)NC(=O)C(c1ccc(N)cc1)c1ccc(N)cc1 (stereo not drawn),-3,-1,1.7,4,-1,7,-3,0,4
CCc1cccc(CC)c1N(COC)C(=O)CCl,12,-1,0.2,.,14,1,-2,-1,-3
CCc1nc2ccccc2c(=O)n1-c1ccccc1OC,6,1,0.8,.,7,2,-2,0,-3
COc1ccc2c(c1OC)C(=O)OC2C1c2cc3c(cc2CCN1C)OCO3 (stereo not drawn),0,9,-2.7,-1,-11,-4,16,1,-2
O=C(Nc1cccc(C(F)(F)F)c1)c1cccn(Cc2ccc3c(c2)OC(F)(F)O3)c1=O,-3,5,-0.7,4,-5,1,-10,1,-3
Cc1ccc(S(=O)(=O)CC(=O)c2cc(C)c(OC(=O)N(C)C)c(C)c2)cc1,17,6,6.2,6,-11,-12,-18,2,-2
CC(C)(C)c1ccc(O)c(N=Cc2c(O)ccc3ccccc23)c1,-12,-11,60*,-5,11,-2,-73,10,6
